UHRF1 binding: blocks human UHRF1 binding to methylated DNA. Q96T88. UHRF1 binding to methylated oligo, TR-FRET. inhibition, % at 4.4 µM. 0.75% of 370,000 active. AID 687016; in the data active = inhibition above about 21%;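 note: UHRF1 SRA domain binding a hemimethylated CpG hairpin DNA probe; 0% = median of test compound wells and 100% = reference inhibitor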
PG9 binder: small molecules binding HIV-1 gp120 antibody PG9. inhibition, % at 6.7 µM. 0.43% of 360,000 active. TR-FRET gp120-PG9 antibody binding. AID 624416; in the data active = inhibition above about 8.5%
PRMT1 inh: PRMT1 (human) inhibition, primary screen; Q99873; recombinant PRMT1, activity-based probe fluorescence polarization; inhibition, % at 2.79 µM; 1.3% of 370,000 active;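 active = inhibition above about 21% made by adding two undisclosed values, limit read from the data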
ABHD4 inh: inhibits mouse alpha/beta hydrolase domain 4. Q8VD66. 0.54% of 370,000 active. inhibition, % at 8.92 µM. purified mABHD4, FP-Rh probe fluorescence polarization. AID 720543;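 active = inhibition exceeding the mean over every tested compound plus 3 SD, cut at about 30% in these data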;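 note: 0% = plate median of compound wells and 100% = S159A mutant with DMSO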
Target sequence (Q8VD66 whole entry, looked up, the tested form may be a part): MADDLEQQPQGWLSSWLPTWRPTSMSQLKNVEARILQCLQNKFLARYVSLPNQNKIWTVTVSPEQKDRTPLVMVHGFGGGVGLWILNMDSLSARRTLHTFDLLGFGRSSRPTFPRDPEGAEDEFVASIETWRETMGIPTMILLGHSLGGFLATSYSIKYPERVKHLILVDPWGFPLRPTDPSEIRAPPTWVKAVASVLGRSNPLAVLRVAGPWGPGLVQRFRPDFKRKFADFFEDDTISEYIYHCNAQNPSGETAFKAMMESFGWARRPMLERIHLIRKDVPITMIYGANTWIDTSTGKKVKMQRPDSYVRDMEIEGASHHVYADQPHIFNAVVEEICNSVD
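Material: mouse ABHD4 enzyme, wild type; Benchmarks: S159A mutant high control, sample median low control; Buffer or medium: HEPES pH 7.0, NaCl, Pluronic buffer; Signal: fluorescence polarization; Read-out: percent inhibition of probe binding, normalized to plate controls; Timing: pre-incubation 45 min, probe exposure 60 min, at 25 °C; Dosing: 8.92 µM, single dose.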
TCR CD3 inh: blocks the human TCR-CD3 interaction; 0.37% of 360,000 active; AID 651800; TAMRA-labeled TCR probe fluorescence, biochemical; inhibition, % at 9.4 µM; in the data active = inhibition above about 19%;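 note: recombinant mutant TCR 2C K166C tagged with TAMRA read by polarization; 0% = receptor in buffer alone and 100% = receptor with positive control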
HTRA1 inh: HTRA1 (human) protease inhibition; AID 504803; Q92743; inhibition, % at 5.96 µM; recombinant HTRA1, FP-rhodamine activity-based probe, fluorescence polarization; 0.5% of 340,000 active; in the data active = inhibition above about 36%;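 note: 0% = enzyme with DMSO and 100% = wells lacking enzyme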
Target sequence (Q92743 whole entry, looked up): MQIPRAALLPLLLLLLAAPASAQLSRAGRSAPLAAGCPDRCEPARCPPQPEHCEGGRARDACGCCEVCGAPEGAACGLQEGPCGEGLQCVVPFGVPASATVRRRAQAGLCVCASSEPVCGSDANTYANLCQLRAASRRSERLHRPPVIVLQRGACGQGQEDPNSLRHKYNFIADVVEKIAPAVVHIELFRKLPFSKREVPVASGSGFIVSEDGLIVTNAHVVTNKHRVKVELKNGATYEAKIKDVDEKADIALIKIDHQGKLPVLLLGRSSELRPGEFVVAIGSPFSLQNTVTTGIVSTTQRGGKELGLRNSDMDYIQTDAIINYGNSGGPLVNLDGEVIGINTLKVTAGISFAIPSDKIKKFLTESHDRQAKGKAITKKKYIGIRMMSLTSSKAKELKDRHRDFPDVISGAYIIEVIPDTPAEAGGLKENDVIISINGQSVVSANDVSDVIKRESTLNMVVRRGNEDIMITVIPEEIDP
MBD2 DNA inh: blocks human MBD2 binding to methylated DNA | 0.31% of 370,000 active | AID 686964 | inhibition, % at 4.4 µM | Q9UBB5 | TR-FRET, MBD2 binding to methylated oligonucleotide; in the data active = inhibition above about 13%
rCAG binder: r(CAG) repeat RNA binding; TO-PRO-1 dye displacement fluorescence; inhibition, % at 3 µM; 1.3% of 370,000 active; AID 651821;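 active = inhibition above the plate cutoff, the mean of all test compounds on that plate plus 3 SD, cut at about 35% in these data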;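 note: 0% = DMSO alone and 100% = 100 µM mitoxantrone as full dye displacement; higher means more dye released from RNA so lower well fluorescence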
LEDGF integ inh: blocks HIV-1 LEDGF/p75-dependent DNA integration; 0.64% of 370,000 active; inhibition, % at 3.7 µM; TR-FRET IN-LEDGF/p75 DNA integration, Eu/Cy5; AID 743269;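 active = inhibition above the screen-wide mean plus 3 SD, cut at about 13% in these data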;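 note: signal is the Cy5 over europium emission ratio at 671 and 618 nm; 0% = plate median of compound wells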
Rev-erbA mod: modulates human Rev-erb alpha binding to DNA. 0.79% of 370,000 active. P20393. activity, % at 10 µM. Rev-erbα–FITC-DNA binding, fluorescence polarization, 90 min;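 active = activity above about 14%, limit read from the data; passing the limit was not always enough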;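 note: 0% = DMSO wells with 35 nM protein and 100% = DMSO wells with 750 nM protein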
Starred values were filed as active, the others as inactive; . = not tested or not shown.

structure	PRMT1 inh	PG9 binder	TCR CD3 inh	HTRA1 inh	LEDGF integ inh	Rev-erbA mod	MBD2 DNA inh	UHRF1 binding	rCAG binder	ABHD4 inh
Cc1cc(C)c(S(=O)(=O)N(C)CC(=O)NCc2ccncc2)c(C)c1	0	-1.4	-1	-4	0	1	-5	1	-3	2
O=C(Cc1ccc([N+](=O)[O-])cc1)NCC1CCCO1 (stereo not drawn)	1	-2.1	-2	7	0	2	3	1	0	-2
CCOC(=O)C(=CNc1ccc(NC2=NCC(C)S2)cc1)C(=O)OCC (stereo not drawn)	-3	-2.4	-1	-2	2	3	6	-2	-1	3
COc1ccccc1CC(=O)NNC(=O)c1ccco1	5	0.5	-6	0	-2	1	10	3	1	3
CCS(=O)(=O)N1Cc2ccccc2CC1C(=O)Nc1ccc(NC(C)=O)cc1 (stereo not drawn)	2	1.9	-4	-6	2	-4	-1	2	12	9
O=C(NNC(=O)c1ccccc1-n1cccc1)c1cccc(Cl)c1	5	1.1	-6	2	-4	6	2	5	6	-5
Cc1c(C(=O)NCc2ccccn2)oc2c(Cl)cccc12	5	0.7	-3	3	-3	-5	-2	-2	2	0
CC1(C(=O)NCCc2ccccc2)Cc2c(-c3ccc4c(c3)OCO4)ccnc2O1 (stereo not drawn)	-5	-1.1	3	.	5	-6	0	1	1	-4
O=C(NCc1cccnc1)C1CCCCN1S(=O)(=O)c1ccc(F)cc1 (stereo not drawn)	1	1.4	-4	6	5	-4	-3	-2	-3	-2
COc1ccc(NC(=O)C2CCCN(S(=O)(=O)c3c(C)n[nH]c3C)C2)cc1OC (stereo not drawn)	-4	-0.4	0	9	5	11	2	-2	-2	1

The list goes on:
structure	PRMT1 inh	PG9 binder	TCR CD3 inh	HTRA1 inh	LEDGF integ inh	Rev-erbA mod	MBD2 DNA inh	UHRF1 binding	rCAG binder	ABHD4 inh
CC(C)c1ccc(NC(=O)CCS(=O)(=O)c2cccc3nonc23)cc1	0	-0.9	-4	-7	0	1	0	-2	3	-2
CCCCCCCC[n+]1c(C)n(-c2ccccc2)c2ccc(NC(C)=O)cc21	0	1.2	0	-3	0	-4	3	-1	3	-1
O=C(CSc1nnc(COc2cccc3cccnc23)o1)c1ccc(F)cc1	1	1.1	-6	-11	-3	2	3	3	-4	3
CN(Cc1ccccc1)S(=O)(=O)c1ccc(NS(C)(=O)=O)cc1	1	0.1	-2	-11	1	0	-1	-1	6	-5
COc1ccc(C(C)NC(=O)c2ccccc2Br)cc1OC (stereo not drawn)	1	-0.1	3	-1	-2	-3	-3	-1	-2	-1
O=[N+]([O-])c1cccc(CSc2ncnc3ccccc23)c1	-2	0.7	1	-22	6	8	-3	-3	-2	-4
COc1ccc(C(C)=O)cc1COC(=O)CCC(=O)c1cccs1	3	-2.5	-15	-5	-2	6	1	6	0	-3
O=S1(=O)CCC(SCc2nc3sccn3c2Br)C1 (stereo not drawn)	8	-0.8	10	-3	3	-3	-1	0	2	3
N#Cc1ccc(NC(=O)c2cc(-c3cccs3)on2)cc1	-2	6.2	3	-1	2	8	1	0	0	-2
CC(C)=CCC/C(C)=C/CNC(=O)C[C@H]1C[C@H](C(=O)N(C(C)C)C(C)C)[C@@]2(C)c3[nH]c4ccc(Cl)cc4c3CCN2C1=O	13	-0.2	-5	0	-4	2	5	4	2	-7

The list continues:
structure	PRMT1 inh	PG9 binder	TCR CD3 inh	HTRA1 inh	LEDGF integ inh	Rev-erbA mod	MBD2 DNA inh	UHRF1 binding	rCAG binder	ABHD4 inh
CCOc1ccc2[nH]c(=O)c(=O)[nH]c2c1	-2	-0.3	2	10	-2	-3	-8	-10	4	-1
COc1cc2[nH]c(=O)n(Cc3ccc(C(=O)NCCCN4CCN(C)CC4)cc3)c(=O)c2cc1OC	-4	-1.1	-3	-6	0	-3	3	6	-3	4
Cc1ccc(S(=O)(=O)N2CCN(C(=O)Cc3ccccc3)CC2)cc1C	0	0.8	2	-2	-5	0	2	2	0	-4
O=S(=O)(c1ccc(Cl)nc1)N(Cc1ccccc1)Cc1ccccc1	2	0.0	-7	-15	2	3	2	1	-2	12
CCOC(=O)C1C(=O)CC(C)(O)C(C(=O)OCC)C1c1cccc(OC)c1 (stereo not drawn)	-3	0.9	8	1	1	-2	-4	-3	-3	0
Cc1nc2cc(NC(=O)Nc3cccc4ccccc34)ccc2n1C	0	-3.0	3	-4	-6	-1	-3	-1	3	-3
CCOC(=O)Cc1csc(NC(=O)c2cccc([N+](=O)[O-])c2)n1	7	0.6	-7	-4	1	-2	9	4	10	-7
COc1ccc(S(=O)(=O)NCC2CCC(C(=O)O)CC2)cc1 (stereo not drawn)	4	-0.8	-7	0	-3	0	3	4	1	-8
O=C(CSc1nnc(NC(=O)c2c(F)cccc2F)s1)NC1CCCC1	-1	-3.0	5	4	2	-1	1	0	2	2
Cc1cc(F)ccc1NCc1ccccc1[N+](=O)[O-]	4	0.6	1	.	-2	0	-2	4	0	1

The results go on.
structure	PRMT1 inh	PG9 binder	TCR CD3 inh	HTRA1 inh	LEDGF integ inh	Rev-erbA mod	MBD2 DNA inh	UHRF1 binding	rCAG binder	ABHD4 inh
COc1ccc(C)cc1Nc1nc(-c2c[nH]c3ccccc23)cs1	10	-3.3	-1	43*	3	-1	-3	1	37*	5
CCc1ccc(NC(=O)CSCCO)cc1	-1	-1.7	7	-2	0	-4	-4	-1	-1	-1
CSCCC(NS(=O)(=O)c1ccc(C)cc1)C(=O)N1CCN(S(=O)(=O)c2ccc(F)cc2)CC1 (stereo not drawn)	-1	1.0	-3	-5	-2	-2	-3	-3	-2	4
COC(=O)c1ccccc1NC(=O)c1ccccc1OC	-1	-0.6	9	-6	2	0	-4	-1	-3	0
COc1ccc(S(=O)(=O)N2CCOCC2)cc1NC(=O)COC(=O)CCOc1ccc(C)cc1	-3	0.4	13	-5	-1	1	-3	0	0	0
CNC(=O)C1CN(C(=O)c2cccc(S(=O)(=O)N3c4ccccc4CC3C)c2)c2ccccc2O1 (stereo not drawn)	-4	-0.9	-3	-4	1	-5	-1	2	3	0
CS(=O)(=O)N(CC(=O)Nc1cccnc1)c1ccc2c(c1)OCO2	2	-1.7	5	2	2	-1	-2	-3	2	-7
COc1ccc(C(=O)/C=C(\C)Nc2ccc(NC(C)=O)cc2)cc1	0	-1.8	-3	0	6	-2	0	8	3	1
COc1ccc(C2=NCCn3nc4cc([N+](=O)[O-])ccc4c32)cc1	12	0.2	-6	3	0	0	-3	0	15	10
Cc1ccc(-c2[nH]c(=O)n3ccncc23)s1	0	-8.5	2	-4	-2	5	-6	-5	-4	-4

(next part)
structure	PRMT1 inh	PG9 binder	TCR CD3 inh	HTRA1 inh	LEDGF integ inh	Rev-erbA mod	MBD2 DNA inh	UHRF1 binding	rCAG binder	ABHD4 inh
O=C(O)CCCNC(=O)c1ccccn1	-3	0.7	1	5	3	-5	2	-2	0	2
CCC1=C2CC[C@H]3C(=O)N(C)C(=O)[C@H]3[C@H]2[C@@]2(Cc3ccccc3)C(=NCCOC)OC(=O)N2C1=O	1	1.5	-3	-4	1	3	2	1	6	6
CN(C)c1ccnc(Oc2ccc(F)cc2)c1C#N	0	-0.1	2	-7	1	1	-4	-2	0	2
CCN1CCN(P2(=O)C=C(c3ccccc3)OC(c3ccccc3)=C2)CC1	1	0.5	-2	1	-1	-10	0	-4	-6	3
CCCCN(C)C1CCN(C(=S)Nc2cccc(SC)c2)CC1	-1	-1.5	2	1	1	-4	1	-2	-3	-2
CC1=CC(C)(C)NC(=S)N1c1ccccc1	3	-0.6	-3	7	-3	0	2	4	-4	-3
CCOC(=O)c1sc(NC(=O)CCCCl)nc1C	-3	-2.2	2	2	-1	-1	2	0	-2	0
Cc1cc(C)c(NC(=O)CSCc2c(C)noc2C)c(Cl)c1	-5	-0.5	7	-2	3	-2	-3	-2	-6	-1
O=C(Nc1cccnc1)c1ccc(NS(=O)(=O)c2cccc([N+](=O)[O-])c2)cc1	-3	2.6	2	4	3	-5	-3	0	8	4
Cc1cc(C(F)(F)F)n(-c2nc(C(=O)Nc3cccnc3)cs2)n1	1	1.9	5	-4	-1	0	1	-5	-4	-5

(listing goes on)
structure	PRMT1 inh	PG9 binder	TCR CD3 inh	HTRA1 inh	LEDGF integ inh	Rev-erbA mod	MBD2 DNA inh	UHRF1 binding	rCAG binder	ABHD4 inh
O=C(NCc1ccccc1)C(c1ccncc1)n1c(=O)c(-c2ccccc2)nc2ccccc21 (stereo not drawn)	2	0.6	-2	.	-4	0	4	-2	5	8
O=C(CSc1nc2ccccc2n1Cc1ccccc1)NN=Cc1c[nH]c2ccccc12	2	.	.	.	-1	5	2	-3	13	-21
Cc1ccc(-c2cnc(C(O)c3cc(F)cc(Cl)c3)[nH]2)cc1 (stereo not drawn)	-1	0.9	-2	.	0	1	-1	-2	4	-6
Cc1cc(=O)n2[nH]cnc2n1	3	-1.4	3	1	-4	2	6	1	5	-3
COC(=O)[C@]12CCCCC=C1N(Cc1ccc3c(c1)OCO3)C(=O)[C@H](CC(=O)NCc1cccc3ccccc13)C2	-1	1.6	-1	.	-4	8	5	1	8	-12
Cc1c(C(=O)NCCN2CCOCC2)oc2ccc(Br)cc12	3	0.5	-4	3	18*	1	1	-1	-5	3
CC(=O)NCCc1nc2cc(NC(=O)c3ccccc3C)ccc2n1C	-1	1.0	0	3	0	1	3	-2	-2	2
Cc1c(NC(=O)/C(C#N)=C/c2ccc(-c3cccc(Cl)c3)o2)c(=O)n(-c2ccccc2)n1C	-3	-2.8	-2	-23	6	4	-4	-10	9	-34
COc1ccccc1NS(=O)(=O)/C=C/c1ccccc1	4	-1.9	2	-1	-3	-4	14*	4	-5	-8
COc1ccc(NC(=O)COC(=O)CCNS(=O)(=O)c2ccccc2)cc1OC	4	-2.4	2	-6	0	-3	3	-2	-2	3

Overlap with the part before: 2 entries; new compounds follow.
structure	PRMT1 inh	PG9 binder	TCR CD3 inh	HTRA1 inh	LEDGF integ inh	Rev-erbA mod	MBD2 DNA inh	UHRF1 binding	rCAG binder	ABHD4 inh
COc1ccccc1NS(=O)(=O)/C=C/c1ccccc1	4	-1.9	2	-1	-3	-4	14*	4	-5	-8
COc1ccc(NC(=O)COC(=O)CCNS(=O)(=O)c2ccccc2)cc1OC	4	-2.4	2	-6	0	-3	3	-2	-2	3
C[C@H](CO)N1C[C@H](C)[C@@H](CN(C)Cc2ccc(Oc3ccccc3)cc2)Oc2c(NC(=O)C3CC3)cccc2C1=O	-2	1.0	6	-76	2	6	-2	1	12	-13
O=c1[nH]c(CSc2nnc(-c3cccnc3)n2C2CCCCC2)nc2ccccc12	-4	1.1	7	-5	0	-3	-6	-4	-4	-4
CCN(CC)CC(=O)Nc1cc(N(C)C)nc2ccccc12	5	-0.1	-4	8	-4	4	6	6	-2	13
O=C(NC(c1ccc(-c2ccccc2)cc1)c1cnccn1)C1CCN(CCCOc2ccccc2)CC1 (stereo not drawn)	-1	2.0	8	.	-1	7	0	0	5	7
COC(=O)[C@]12C[C@H](CC(=O)NCC3CCCCC3)C(=O)N(Cc3ccc4c(c3)OCO4)C1=C[C@H](COCc1ccccc1)O[C@@H]2C	-6	-0.4	4	.	-3	-3	-3	-1	6	-4
CCc1ccc2oc(=O)cc(CN3CCOCC3)c2c1	2	0.1	7	0	1	0	1	-1	-2	-1
CCOC(=O)C(=O)N1CCC(C(=O)OC)CC1	-1	-2.1	9	1	-6	0	-5	-2	0	2
COc1ccc(S(=O)(=O)N2CCN(C)CC2)cc1C	7	-0.7	-4	2	0	2	0	0	1	4
O=C(Nc1ccccc1[N+](=O)[O-])c1cncc(Br)c1	4	-1.1	-3	3	-3	-3	7	3	-3	2

Source: PubChem (several laboratories)

This is a subset; count on the stated rates, not on these rows.
